# Screens as filed in PubChem BioAssay.
# MLLE-PAM2 inh: blocks PAM2 peptide binding to the PABP1 MLLE domain | actives 0.36% (n = 360,000) | AID 588489 | inhibition, % at 20 µM | GST-MLLE / FITC-PAM2 fluorescence polarization; in the data active means inhibition above about 35%, passing the limit was not always enough;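 further: plate controls were DMSO wells with GST-MLLE for no effect and wells lacking GST-MLLE protein for full effect; some results filed as inactive read as strong as hits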
# Target sequence (P11940 whole entry, looked up, the tested form may be a part): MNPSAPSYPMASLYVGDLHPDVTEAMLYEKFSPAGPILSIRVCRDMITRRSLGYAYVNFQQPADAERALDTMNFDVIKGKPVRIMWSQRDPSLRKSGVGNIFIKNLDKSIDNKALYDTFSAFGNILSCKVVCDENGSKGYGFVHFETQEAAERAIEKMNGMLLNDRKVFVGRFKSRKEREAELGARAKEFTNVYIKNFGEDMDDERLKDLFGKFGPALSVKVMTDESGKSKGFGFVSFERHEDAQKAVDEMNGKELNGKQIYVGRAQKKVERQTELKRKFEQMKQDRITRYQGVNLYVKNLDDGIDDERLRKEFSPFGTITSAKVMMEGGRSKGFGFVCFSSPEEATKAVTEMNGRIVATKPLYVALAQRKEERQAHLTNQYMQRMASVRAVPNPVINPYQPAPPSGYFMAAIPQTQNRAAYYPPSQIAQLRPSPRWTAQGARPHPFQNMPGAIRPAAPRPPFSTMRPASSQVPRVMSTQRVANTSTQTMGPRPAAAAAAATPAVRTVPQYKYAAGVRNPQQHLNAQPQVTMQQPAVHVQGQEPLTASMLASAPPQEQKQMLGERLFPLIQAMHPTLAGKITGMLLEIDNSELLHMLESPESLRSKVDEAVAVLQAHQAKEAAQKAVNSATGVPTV
# MsrA act: bovine methionine sulfoxide reductase A activation; purified bovine MsrA, absorbance read-out; activation, % at 10.6 µM; actives 0.3% (n = 360,000); AID 602163; in the data active means activation above about 7.5%;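 further: 0% = vehicle and 100% = reference activator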
# NRP1-CendR mod: alters CendR peptide binding to human NRP-1 | O14786 | inhibition, % at 25 µM | FAM-RPARPAR peptide binding to NRP-1, fluorescence polarization | actives 0.85% (n = 360,000) | AID 602438;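 active means inhibition or corrected inhibition above about 18%, plus a signal ratio from 0.5 to 1.5, limit read from the data, passing the limit was not always enough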; further: strong numbers were not always called active
# MT1-MMP act inh: blocks activation of human MT1-MMP | P50281 | actives 0.061% (n = 360,000) | GFP/RFP ratio change, % at 20 µM | HT1080 RFP-PRO-GFP cells, GFP/RFP ratio fluorescence, overnight; percent of plate control window, DMSO zero;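 active means GFP/RFP ratio change of at least 30% with cell ATP level not reduced by more than half and red fluorescence within 50% of control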; further: strong numbers were not always called active
#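 Read-out: GFP/RFP fluorescence ratio; Test system: RFP-PRO-GFP reporter HT1080 cells; Compound dosing: single-point 20 µM compound, 1% DMSO; Times: overnight compound exposure at 37 °C.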
# E coli Lon inh: inhibitors of E. coli Lon protease; AID 602123; actives 0.42% (n = 360,000); purified E. coli Lon protease, fluorescence polarization; inhibition, % at 7.94 µM; P0A9M0; in the data active means inhibition above about 13%, passing the limit was not always enough;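 further: 0% = enzyme with probe and DMSO and 100% = no enzyme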
# SKN-1 inh: C. elegans SKN-1 inhibition; C. elegans VP596 Pgst-4::GFP/RFP ratio, acrylamide-induced, 24 h; inhibition, % at 21.8 µM; actives 0.49% (n = 360,000);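 active means interference check ratio from 0.5 to 1.5 plus GFP to RFP signal ratio inhibition reaching or exceeding a fixed threshold, cut at about 30% in these data, passing the limit was not always enough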; further: some compounds called inactive have numbers as strong as hits
# MsrA inhibitor: inhibits bovine methionine sulfoxide reductase A | actives 0.75% (n = 360,000) | inhibition, % at 15.5 µM | AID 651718 | purified bovine MsrA, absorbance read-out; in the data active means inhibition above about 4.5%;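 further: 0% = vehicle wells with enzyme and 100% = reference inhibitor wells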
# Tb MetRS inh: blocks T. brucei methionyl-tRNA synthetase activity; AID 624268; purified T. brucei MetRS, ATP depletion, Kinase-Glo luminescence; inhibition, % at 11.9 µM; actives 0.4% (n = 360,000);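 active means inhibition above a per-plate cutoff of the control wells' mean inhibition plus 3 SD, cut at about 5.5% in these data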;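 further: 0% = DMSO wells median and 100% = median of wells with control inhibitor compound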
#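 Material – parasite MetRS enzyme · Medium – HEPES-MgCl2-KCl buffer plus DTT, spermine, BSA, pyrophosphatase · Reagent – ATP, methionine and E. coli bulk tRNA substrates · Times – 15 min enzyme-compound preincubation, 2 h reaction, 10 min detection, 25 °C · Measured by – luminescence of leftover ATP · Evaluation – percent inhibition relative to median high and low control wells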
# FAS-TE inh: FAS thioesterase (human) inhibition; actives 0.67% (n = 360,000); inhibition, % at 15 µM; recombinant FAS-TE, OMFH fluorogenic substrate, fluorescence endpoint; P49327; AID 602261;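 active means compounds whose normalised, plate-corrected inhibition of enzyme fluorescence in the single-dose primary screen is 50% or more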;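 further: 0% = DMSO with enzyme and 100% = substrate without enzyme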
# * hit, by the source's call; · = no result given.
canonical_smiles,MLLE-PAM2 inh,MsrA act,NRP1-CendR mod,MT1-MMP act inh,E coli Lon inh,SKN-1 inh,MsrA inhibitor,Tb MetRS inh,FAS-TE inh
CCOc1ccccc1C(=O)NCC(=O)NNC(=O)CN(C)S(=O)(=O)c1ccc(Cl)cc1,-4,-1,4,0,5,10,1.6,-0.6,-4
CN(Cc1ccccc1)C(=O)CCC1CCN(S(C)(=O)=O)CC1,-1,1,8,1,-14,-1,-1.6,0.3,-6
CSc1ccc(CN(C)CC(=O)NCCc2ccccc2)cc1,6,-2,4,4,-7,2,0.5,0.1,6
O=C(NC(=S)NC1CC1)c1cccnc1,23,0,11,3,9,24,0.0,-0.5,-3
CC(C)(C)c1ccc(OC(=O)Cn2c(C(F)(F)F)nc3ccccc32)cc1,-4,-3,12,4,4,-14,-0.2,-1.3,11
Nc1nn(-c2ccccc2)c(N)c1N=Nc1ccccc1F,-3,-6,14,-5,-7,3,3.3,-0.8,4
Cn1c(=O)c2c(nc(NC3CCCCC3)n2Cc2ccccc2)n(C)c1=O,2,-4,-5,-12,-1,8,-0.9,-0.6,7
Cc1cccc(OCC(=O)N(Cc2cccs2)C2CCS(=O)(=O)C2)c1C (stereo not given),9,-2,1,-1,-3,20,0.9,-1.1,1
Cc1ccc2oc(=O)c(/C=C(\O)c3sc(C)nc3C)nc2c1,-2,2,-9,-2,-8,0,0.1,-0.7,-12
CCOC(=O)C1CCN(S(=O)(=O)c2ccc3[nH]c(=O)c(=O)[nH]c3c2)CC1,-8,-3,-6,-1,-1,1,0.4,0.1,-5
CCCn1ncc(CN2CCC(CO)(CC3CCCCO3)CC2)c1C (stereo not given),-7,1,-3,1,-2,8,-0.3,-0.2,-4
CCN(CCO)Cc1cc(=O)oc2cc3c(cc12)CCC3,-3,-1,2,3,3,-3,4.0,-0.1,2
CCN(C(=O)Cn1c(=O)oc2ccccc21)c1cccc(C(F)(F)F)c1,18,-1,4,-1,-3,-11,0.1,-0.7,-6
COC(=O)c1ccc(NC(=O)CCS(=O)(=O)c2ccc3c(c2)NC(=O)C(C)S3)cc1 (stereo not given),-4,6,4,0,-8,5,1.0,0.1,-1
Cc1cc(C)cc(NC(=O)CN2C(=O)NC(Cc3c[nH]c4ccccc34)C2=O)c1 (stereo not given),-7,0,13,5,-10,10,1.4,-0.3,6
COCCNc1nc(-c2cc(F)ccc2C)c2sc(-c3ccccc3)cc2n1,-13,-2,-9,-1,2,16,0.5,-0.2,18
Nc1ccccc1C#Cc1ccccc1,9,-3,8,-12,1,10,0.6,-0.1,2
[O-][n+]1c2c(nn1-c1ccc(Cl)c(Cl)c1)-c1nonc1CC2,1,-5,-4,-1,-8,14,1.9,-1.4,-1
O=C(Nc1ccc(CN2CCOCC2)cc1)c1ccc(N2CCCC2)c([N+](=O)[O-])c1,-7,-4,4,4,4,4,1.7,0.3,2
CN(C)c1ccc(CN2CCC(C(=O)NC(c3ccc(Cl)cc3)c3cnccn3)CC2)cc1 (stereo not given),4,-1,-5,-4,-4,-11,0.1,0.5,-6
O=C(Oc1ccc(-c2cnc3ccccc3n2)cc1)c1ccc(Cl)c([N+](=O)[O-])c1,-5,5,-11,6,-3,-3,1.2,-0.2,10
Cc1cc(C)c(C#N)c(SCC(=O)C2CC2)n1,4,-4,-1,-1,-8,-15,0.9,-0.6,12
CCN1CCN(C(=O)C2CCCN(c3ncnc4c3nc3n4CCCCC3)C2)CC1 (stereo not given),-12,-14,0,-4,-4,10,-1.4,-0.1,-6
O=C(CCS(=O)(=O)Cc1ccccc1F)NCc1ccccc1Cl,3,-5,-3,-1,-4,-4,-0.1,-0.5,-4
O=C(/C=C/c1ccc([N+](=O)[O-])cc1)Oc1ccc(/C=N/NC(=O)c2ccncc2)cc1,-13,-3,2,1,2,-24,1.0,-0.2,-2
Nc1cc(S(=O)(=O)Nc2ccc(Cl)cc2)ccc1N1CCOCC1,25,-4,3,-3,-7,-1,-0.6,-0.8,4
Cc1cc2nc(-c3ccc[nH]c3=O)[nH]c2cc1C,-17,-2,-1,3,-5,18,3.0,-7.2,-6
O=C(CN1CCN(C(=O)C2CC2)CC1)Nc1cc(C(F)(F)F)cc(C(F)(F)F)c1,-12,0,5,2,0,-6,-0.6,-0.3,1
COc1ccccc1NC(=S)NCCSc1ccc(C)cc1,-17,-2,-3,0,-3,9,-0.9,-0.5,16
O=C1[C@H]2[C@@H](c3ccc(F)cc3)N3C(=O)N(c4ccccc4)C(=O)[C@@]3(Cc3ccccc3)[C@H]2C(=O)N1C1CCCCC1,-3,-1,0,-2,3,18,0.4,0.0,59*

# Structural class, the compounds so far with a nitro group on carbon (3)
canonical_smiles,MLLE-PAM2 inh,MsrA act,NRP1-CendR mod,MT1-MMP act inh,E coli Lon inh,SKN-1 inh,MsrA inhibitor,Tb MetRS inh,FAS-TE inh
O=C(Nc1ccc(CN2CCOCC2)cc1)c1ccc(N2CCCC2)c([N+](=O)[O-])c1,-7,-4,4,4,4,4,1.7,0.3,2
O=C(Oc1ccc(-c2cnc3ccccc3n2)cc1)c1ccc(Cl)c([N+](=O)[O-])c1,-5,5,-11,6,-3,-3,1.2,-0.2,10
O=C(/C=C/c1ccc([N+](=O)[O-])cc1)Oc1ccc(/C=N/NC(=O)c2ccncc2)cc1,-13,-3,2,1,2,-24,1.0,-0.2,-2

# The list goes on.
canonical_smiles,MLLE-PAM2 inh,MsrA act,NRP1-CendR mod,MT1-MMP act inh,E coli Lon inh,SKN-1 inh,MsrA inhibitor,Tb MetRS inh,FAS-TE inh
COc1ccc(-c2ccccc2[C@H]2[C@@H]3C=CC[C@@H](C)[C@@H]3C(=O)N2Cc2ccccc2)cc1,9,-4,-6,-6,-6,-6,1.5,-1.9,17
CC1SCC(=O)N(CC(=O)NCc2ccccc2)C1=O (stereo not given),-3,-3,14,1,-8,9,0.4,0.0,-7
CCOc1ccc(C(c2nnnn2C(C)(C)C)N2CCN(C(=O)c3ccco3)CC2)cc1 (stereo not given),15,-2,4,-3,-1,8,0.0,-0.4,-6
CN1C(C(=O)NCc2cccc(Br)c2)CC2Cn3c(nc4cc(Cl)c(Cl)cc43)C21 (stereo not given),-1,-1,14,4,-11,3,-0.7,-0.1,57*
CC(/C=N\N1CCN(Cc2ccc(C)cc2)CC1)=C\c1ccccc1,7,-3,14,0,-10,10,1.0,-0.2,9
CCc1ccccc1NC(=O)N[C@@H](C)C(=O)O,0,-1,4,6,-3,20,-0.4,-0.2,-3
CCN(CC)S(=O)(=O)c1ccc(N2CCCC2)c(NC(=O)Cc2cc(OC)c(OC)c(OC)c2)c1,6,-3,-16,2,-6,2,1.2,-0.3,-5
CC1CCN(C(=O)c2ccc(N3CCOCC3)c([N+](=O)[O-])c2)CC1,0,-2,-7,4,-3,8,1.5,0.0,-3
CN(C)Cc1c(C(C)(C)O)[nH]c2ccc(C(F)(F)F)cc12,5,-1,2,3,-2,18,-0.1,-0.1,-7
COc1ccccc1NC(=O)CSc1nc2ccccc2cc1Cc1ccccc1,2,-6,-9,-1,-6,6,-0.2,0.0,26
COc1ccc(-c2cc(N3C(=O)Nc4ccccc4N3O)n[nH]2)cc1OC,15,1,-1,-1,-8,1,0.1,-0.1,-12
CCC(Cc1ccccc1)NS(=O)(=O)c1c(C)nc2sccn2c1=O (stereo not given),-4,-2,-1,4,-6,-9,1.9,-0.6,-3
Cc1ccc(C(=O)Nc2cccc(C(=O)O)c2)cc1S(=O)(=O)N1CCOCC1,10,-6,9,0,-1,12,3.0,-0.9,-3
COc1cccc(/C=C2\SC(=O)N(CC(=O)NC3CCS(=O)(=O)C3)C2=O)c1 (stereo not given),17,-4,10,-1,-8,8,4.8*,0.0,-6
Cc1cc(C)n(-c2cc(N3CCOCC3)ncn2)n1,18,-1,-10,-3,-4,-8,0.9,0.1,-6
O=C(C[C@@H]1C/C=C\C[C@@H](Cc2ccc(F)cc2)C(=O)OCCNC1=O)NCCO,-2,-4,-7,0,-13,9,-0.6,0.0,-6
CCCc1nc2sc3c(c2c(=O)n1NC(=O)CCC(=O)O)CCCC3,2,0,7,-3,0,3,·,-0.5,-12
CCOc1cc(C(=O)OCC(=O)Nc2ccc(SC(F)F)cc2)cc(OCC)c1OCC,7,-1,9,-4,4,9,1.2,0.0,29
N#Cc1c(-c2ccccc2)cc(C2CC2)nc1N,4,-7,10,-2,-9,1,1.3,-1.6,10
COc1ccc2cc(C(=O)NCc3ccccc3)c(=Nc3ccc(C(=O)O)cc3)oc2c1,-9,-3,46*,12,-7,4,0.7,-0.1,5
O=C(NCc1ccccc1F)C1CCCN1C(=O)Nc1ccc(F)cc1 (stereo not given),10,-5,-4,2,1,8,-0.1,-1.1,-3
CCOC(=O)c1ccc(NC(=O)COc2ccc(S(=O)(=O)NC(C)C)cc2)cc1,-6,-2,9,-5,-8,17,-0.6,-0.3,-7
Cc1cccc(CSc2nnc([C@@H]3CCCN3C(=O)OC(C)(C)C)o2)c1,-8,-1,24,3,0,-8,-0.8,0.8,-6
Cc1ccc(NC(=O)NC(=O)CN2CCCC2c2ccc3c(c2)OCCO3)cc1C (stereo not given),-20,0,-11,3,-24,13,-0.9,0.3,27
COCCN(C(=O)CNC(=O)c1cccs1)C(C(=O)NC1CCCC1)c1cccs1 (stereo not given),14,-3,19*,1,3,5,-1.7,-0.6,-7
COc1ccc(Cn2nnnc2C(c2cc3cc(C)ccc3[nH]c2=O)N2CCOCC2)cc1 (stereo not given),9,-2,-4,2,0,1,0.9,-0.3,-6
CCOC(=O)C1(C)CCCN(C(=O)c2cccc(C#N)c2)C1 (stereo not given),9,-2,8,2,-2,3,-0.8,-0.1,-7
CCOC(=O)C1(CCOc2ccccc2)CCN(Cc2ccc(O)c(OCC)c2)CC1,-4,-10,-2,0,-1,11,0.6,-1.3,-5
Cc1ccccc1C(=O)NNC(=O)CSc1nc2ccccc2c(=O)[nH]1,23,-5,-8,2,-6,7,-1.0,-0.3,-2
COc1ccc(NC(=O)Cn2c3ccc(OC)cc3c3nc4n(c(=O)c32)CCS4)cc1,-9,-9,1,4,8,15,0.2,-0.4,-11
CCOC(=O)c1cccnc1SC(CC)C(=O)NCc1ccco1 (stereo not given),10,-4,2,1,-6,17,-1.3,-0.9,-3
O=C(Nc1ccccc1C(F)(F)F)c1ccc(F)c(S(=O)(=O)N2CCOCC2)c1,-1,-1,-15,0,5,8,1.4,-0.4,-1
CS(=O)(=O)N1CCCCC1c1cc(C(=O)NCc2ccccc2)no1 (stereo not given),6,-3,-4,3,5,11,0.1,-0.5,-9
CCS(=O)(=O)N1CCC(NC(=O)C(Cc2ccc(OC)c(OC)c2)NC(C)=O)CC1 (stereo not given),-4,-1,9,1,6,2,-0.9,0.0,-8
CC(C)COC(=O)N1CCCC1C(=O)Nc1nccs1 (stereo not given),-99,-7,22,0,11,1,-0.5,-0.9,-3
CCC(=O)OCc1cc2cccc(C)c2[nH]c1=O,2,-7,4,8,-2,-2,2.2,-1.4,-9
CC(C)Oc1cccc(C(=O)C2CCCN(C(=O)CCn3cnnn3)C2)c1 (stereo not given),-5,1,3,-2,5,-1,0.2,-0.2,-5
